Bioassay records as filed in PubChem BioAssay.
b-catenin transl = alters nuclear translocation of beta-catenin in HeLa cells. nuclear translocation activity, % at 5 µM. 190,000 tested, 0.3% active. immunofluorescence imaging. AID 1665;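 active means nuclear translocation activity above 50% at 5 µM, with a well cell count of 50 or more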;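 further: per-cell ratio of nuclear to cytoplasmic median beta-catenin stain intensity; plate controls were DMSO negative control for no effect and GSK-3 inhibitor IX positive control for full effect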
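Test system: human HeLa cell line; Doses: 5 µM primary, 0.02–20 µM confirmation; Incubation: 24 h compound exposure, 37°C; Detection: beta-catenin immunofluorescence imaging with DAPI; Read-out: beta-catenin nuclear/cytoplasmic ratio, % activation.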
Insulin prom up = MIN6 insulin promoter up-regulation | MIN6 insulin promoter-GFP reporter, high-content imaging; active compounds read high | z-score at 5 µM | 190,000 tested, 0.3% active | AID 1625;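 active means z-score above 3 at 5 µM with at least 500 cells counted in the well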
Autophagy mod = modulators of autophagy; calls only at 10 µM (by protocol); MEF GFP-LC3 puncta imaging; test concentration mostly 10 µM; 190,000 tested, 0.98% active; AID 463193;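 active means percentage of spot-positive cells more than 3 SD above its plate mean, without a fluorescence outlier flag or 80% toxicity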;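 further: spot-positive cell cutoff set from DMSO-treated cells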
T cell HTS = T cell immune modulation candidate; 2C CD8+ T cell-vesicle binding, flow cytometry; active compounds read low; calls only at 7 µM; 330,000 tested, 0.068% active;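 active means response, share of CD8 T cells binding vesicles, and their 90th percentile fluorescence all below set limits, cut at about 80% in these data, passing the limit was not always enough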
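Assay system – 2C mouse CD8+ T cells · Also added – QL9-loaded Drosophila micro-vesicles · Timing – Cell–vesicle co-incubation 1.5 h at 37 °C, staining 20 min on ice · Signal – flow cytometry of vesicle-bound cells · Measure – percent CD8+ FL2 mean versus row control · Controls – Peptide-free naked vesicles (low) and QL9 vesicles with 0.7% DMSO vehicle (high)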
West Nile virus CPE = West Nile virus antiviral activity, cell-based, CPE readout (AID 1621). West Nile virus-infected cells, CPE inhibition; higher % means a stronger effect. one-dose CPE inhibition, % at 10 µM; IC50 in µM for titrated hits. 290,000 tested, 0.02% active; in the data active means a potency from the dose series; further: strong numbers were not always called active
WT yeast gro inh = growth inhibition of WT yeast, mitochondrial fusion screen; inhibition, % at 10 µM; AID 1362; 190,000 tested, 2.1% active; mitochondrial fusion phenotypic screen, WT strain; in the data active means inhibition above about 58%; tested in S. cerevisiae
Lipid droplet = modulators of hepatic lipid droplet formation; inhibition, % at 6.5 µM; AID 1656; AML12 mouse hepatocytes, oleate lipid droplets, BODIPY imaging; 240,000 tested, 0.4% active;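 active means lipid droplet intensity inhibited by at least 50%, with more than 500 cells counted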
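Assay system: AML12 mouse liver cells | Compound: 6.5 µM single-point dosing | Schedule: Overnight exposure | Technique: Fluorescence imaging, 20x objective, two fields per well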
Myeloid diff MLP = promotes myeloid progenitor differentiation; AID 624256; 360,000 tested, 1% active; calls only at 10 µM; ER-HoxA9 myeloid progenitors, lysozyme-GFP differentiation, flow cytometry;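 active means normalized GFP-positive differentiation at or above the plate's own cutoff, the solvent-only control mean plus 3 SD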;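 further: cells exposed to compound for four days before flow analysis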
MT stabilizer = microtubule stabilizers in HeLa cells. % tubulin-high responders, % at 10 µM. AID 2205. 200,000 tested, 0.83% active. HeLa tubulin immunostaining HCS, 24 h; share of cells brighter than vehicle mean+2SD;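 active means plate Z-score above 3 for both tubulin-high and condensed-nucleus cell shares, with cell loss under 80%, at 10 µM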;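 further: anti alpha tubulin signal scored within the nucleus-defined area of each cell; some results filed as inactive read as strong as hits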
WT yeast gro inh mutant strain = further read-out of WT yeast gro inh, marked with its call; inhibition, %; mitochondrial fusion phenotypic screen, mutant strain inhibition
Insulin prom up cell count = recorded beside Insulin prom up, whose call it bears; cell count; measured here: cytotoxicity, nuclei count;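 total cells summed across four imaged fields per well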
Lipid droplet cells 6.5 µM = also measured in Lipid droplet; calls as there; cell count; measured here: cell count, cytotoxicity flag;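 cells counted across two imaged fields per well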
b-catenin transl cell count 5 µM = further read-out of b-catenin transl, marked with its call; cell count; measured here: cell count, cytotoxicity flag
T cell HTS vesicle-bound % = further read-out of T cell HTS, marked with its call; double positive events, %; measured here: CD8+ vesicle-bound cell fraction;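 binding gate set so that unloaded-vesicle control wells show 10% double positive cells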
MT stabilizer Hoechst-high % = further read-out of MT stabilizer, marked with its call; % Hoechst-high responders; measured here: nuclear condensation Hoechst responders;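 share of cells brighter than vehicle mean plus two SD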
MT stabilizer cytotoxicity % = also measured in MT stabilizer; calls as there; toxicity, %; measured here: cytotoxicity by cell density;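 0% = mean cell density of plate MIN control wells and 100% = no cells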
Autophagy mod cell loss 18 h = second read-out of Autophagy mod, no call of its own (marks repeat the call); toxicity, %; measured here: cell loss, nuclei count;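 cell loss after 18 h compound exposure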
Myeloid diff MLP GFP+ MAC1+ % = also measured in Myeloid diff MLP; calls as there; GFP+ MAC1+ double positive, %; measured here: differentiation confirmed by MAC1 staining
Numbers without * were called inactive. Rows are unselected; 3.9% or so of the library scored in one or more.

O=S1(=O)CC2N=C(N(Cc3c(F)cccc3Cl)c3ccccc3F)SC2C1 (stereo unspecified) was read as b-catenin transl 1.5, Autophagy mod inactive, T cell HTS inactive, West Nile virus CPE -1.4%, WT yeast gro inh -7, Lipid droplet 2, Myeloid diff MLP inactive, MT stabilizer 3.4, WT yeast gro inh mutant strain -13, Lipid droplet cells 6.5 µM 529, b-catenin transl cell count 5 µM 909, T cell HTS vesicle-bound % 44, MT stabilizer Hoechst-high % 3.6, MT stabilizer cytotoxicity % 6.7, Autophagy mod cell loss 18 h -11 and Myeloid diff MLP GFP+ MAC1+ % 0.1.
COc1ccc(-c2csc(N(C)C(=O)c3cccs3)n2)cc1 was read as b-catenin transl 1.0, Insulin prom up -0.52, Autophagy mod inactive, T cell HTS inactive, West Nile virus CPE -0.1%, WT yeast gro inh -13, Lipid droplet 19, Myeloid diff MLP inactive, MT stabilizer 0.3, WT yeast gro inh mutant strain 21, Insulin prom up cell count 1422, Lipid droplet cells 6.5 µM 698, b-catenin transl cell count 5 µM 1033, T cell HTS vesicle-bound % 17, MT stabilizer Hoechst-high % 0.8, MT stabilizer cytotoxicity % 4.3, Autophagy mod cell loss 18 h -1 and Myeloid diff MLP GFP+ MAC1+ % 0.3.
Cc1nn(-c2ccccc2)c(Cl)c1/C=N\NC(=O)c1cncc(Br)c1 was read as b-catenin transl -1.2, Insulin prom up -0.17, Autophagy mod inactive, T cell HTS inactive, West Nile virus CPE 0.0%, WT yeast gro inh -5, Lipid droplet -2, Myeloid diff MLP inactive, MT stabilizer 4.1, WT yeast gro inh mutant strain -1, Insulin prom up cell count 1509, Lipid droplet cells 6.5 µM 594, b-catenin transl cell count 5 µM 1095, T cell HTS vesicle-bound % 0, MT stabilizer Hoechst-high % 2.5, MT stabilizer cytotoxicity % 9.7, Autophagy mod cell loss 18 h 4 and Myeloid diff MLP GFP+ MAC1+ % 1.4.
For Cc1c(C(=O)N2CCC(C)CC2)sc2ncnc(N3CCN(c4ccccc4)CC3)c12 the results were b-catenin transl 3.3, Insulin prom up 0.3, Autophagy mod inactive, WT yeast gro inh 8, Lipid droplet 1, Myeloid diff MLP inactive, MT stabilizer 2.7, WT yeast gro inh mutant strain 14, Insulin prom up cell count 1673, Lipid droplet cells 6.5 µM 551, b-catenin transl cell count 5 µM 1104, MT stabilizer Hoechst-high % 2.0, MT stabilizer cytotoxicity % 6.9, Autophagy mod cell loss 18 h 16 and Myeloid diff MLP GFP+ MAC1+ % 5.4.
O=C1CCN(Cc2ccccc2)CCN1[C@H](CSc1ccccc1)c1ccccc1 was read as T cell HTS inactive, West Nile virus CPE -1.2%, Lipid droplet -8, Myeloid diff MLP inactive, Lipid droplet cells 6.5 µM 705, T cell HTS vesicle-bound % 59 and Myeloid diff MLP GFP+ MAC1+ % 0.2.
Fc1cccc(Cl)c1CSc1nnc(-c2ccncc2)o1 was read as T cell HTS inactive, West Nile virus CPE -1.1%, Lipid droplet 10, Myeloid diff MLP inactive, Lipid droplet cells 6.5 µM 754, T cell HTS vesicle-bound % 47 and Myeloid diff MLP GFP+ MAC1+ % 0.7.
`O=C1c2cccc3cccc(c23)N1Cc1cccc(F)c1` gave T cell HTS inactive, West Nile virus CPE -0.2%, Lipid droplet -1, Myeloid diff MLP inactive, Lipid droplet cells 6.5 µM 772, T cell HTS vesicle-bound % 17 and Myeloid diff MLP GFP+ MAC1+ % 1.1.
For N#Cc1c(NC(=O)CCC(=O)O)sc2c1CCCCC2 the results were b-catenin transl 0.6, Insulin prom up -0.25, Autophagy mod inactive, T cell HTS inactive, West Nile virus CPE 0.5%, WT yeast gro inh -7, Lipid droplet 11, Myeloid diff MLP inactive, MT stabilizer 2.7, WT yeast gro inh mutant strain -5, Insulin prom up cell count 1463, Lipid droplet cells 6.5 µM 707, b-catenin transl cell count 5 µM 1526, T cell HTS vesicle-bound % 38, MT stabilizer Hoechst-high % 2.3, MT stabilizer cytotoxicity % 0.2, Autophagy mod cell loss 18 h 3 and Myeloid diff MLP GFP+ MAC1+ % 0.9.
Screening CCN(CC)S(=O)(=O)c1ccc(C(=O)Nc2nnc(COC)o2)cc1 returned b-catenin transl 0.0, Insulin prom up -0.09, Autophagy mod inactive, T cell HTS inactive, West Nile virus CPE 2.0%, WT yeast gro inh 5, Lipid droplet -28, Myeloid diff MLP inactive, MT stabilizer 2.6, WT yeast gro inh mutant strain 5, Insulin prom up cell count 1312, Lipid droplet cells 6.5 µM 706, b-catenin transl cell count 5 µM 1066, T cell HTS vesicle-bound % 42, MT stabilizer Hoechst-high % 2.0, MT stabilizer cytotoxicity % 2.3, Autophagy mod cell loss 18 h 2 and Myeloid diff MLP GFP+ MAC1+ % 0.5.
For CN1C(=O)C(O)(C2COC(C)(C)CC2=O)c2cc(Br)ccc21 (stereo unspecified) the results were b-catenin transl -0.1, Insulin prom up -0.68, Autophagy mod inactive, T cell HTS inactive, West Nile virus CPE 0.0%, WT yeast gro inh 4, Lipid droplet 11, Myeloid diff MLP inactive, MT stabilizer 1.9, WT yeast gro inh mutant strain -1, Insulin prom up cell count 1250, Lipid droplet cells 6.5 µM 788, b-catenin transl cell count 5 µM 1055, T cell HTS vesicle-bound % 59, MT stabilizer Hoechst-high % 1.3, MT stabilizer cytotoxicity % 2.4, Autophagy mod cell loss 18 h 13 and Myeloid diff MLP GFP+ MAC1+ % 1.8.

Reprinted from the part before: two entries, then new ones.
Screening CCN(CC)S(=O)(=O)c1ccc(C(=O)Nc2nnc(COC)o2)cc1 returned b-catenin transl 0.0, Insulin prom up -0.09, Autophagy mod inactive, T cell HTS inactive, West Nile virus CPE 2.0%, WT yeast gro inh 5, Lipid droplet -28, Myeloid diff MLP inactive, MT stabilizer 2.6, WT yeast gro inh mutant strain 5, Insulin prom up cell count 1312, Lipid droplet cells 6.5 µM 706, b-catenin transl cell count 5 µM 1066, T cell HTS vesicle-bound % 42, MT stabilizer Hoechst-high % 2.0, MT stabilizer cytotoxicity % 2.3, Autophagy mod cell loss 18 h 2 and Myeloid diff MLP GFP+ MAC1+ % 0.5.
For CN1C(=O)C(O)(C2COC(C)(C)CC2=O)c2cc(Br)ccc21 (stereo unspecified) the results were b-catenin transl -0.1, Insulin prom up -0.68, Autophagy mod inactive, T cell HTS inactive, West Nile virus CPE 0.0%, WT yeast gro inh 4, Lipid droplet 11, Myeloid diff MLP inactive, MT stabilizer 1.9, WT yeast gro inh mutant strain -1, Insulin prom up cell count 1250, Lipid droplet cells 6.5 µM 788, b-catenin transl cell count 5 µM 1055, T cell HTS vesicle-bound % 59, MT stabilizer Hoechst-high % 1.3, MT stabilizer cytotoxicity % 2.4, Autophagy mod cell loss 18 h 13 and Myeloid diff MLP GFP+ MAC1+ % 1.8.
For CSc1ccc(C2c3[nH]c4ccccc4c3CCN2C(=O)c2cc(C)n(C)n2)cc1 (stereo unspecified) the results were b-catenin transl 1.7, Insulin prom up -0.23, Autophagy mod inactive, T cell HTS inactive, West Nile virus CPE 0.2%, WT yeast gro inh 45, Lipid droplet 44, MT stabilizer 1.8, WT yeast gro inh mutant strain -11, Insulin prom up cell count 1442, Lipid droplet cells 6.5 µM 692, b-catenin transl cell count 5 µM 1456, T cell HTS vesicle-bound % 32, MT stabilizer Hoechst-high % 1.4, MT stabilizer cytotoxicity % 8.6 and Autophagy mod cell loss 18 h 1.
`CCC(NC(=O)c1ccc(C#CC2(O)CCCCC2)cc1)C(=O)O` (stereo unspecified) gave b-catenin transl -0.5, Insulin prom up 0.18, Autophagy mod inactive, T cell HTS inactive, West Nile virus CPE 0.1%, WT yeast gro inh -3, Lipid droplet 4, Myeloid diff MLP inactive, MT stabilizer 1.4, WT yeast gro inh mutant strain 1, Insulin prom up cell count 1453, Lipid droplet cells 6.5 µM 618, b-catenin transl cell count 5 µM 1010, T cell HTS vesicle-bound % 64, MT stabilizer Hoechst-high % 1.7, MT stabilizer cytotoxicity % 6.3, Autophagy mod cell loss 18 h 4 and Myeloid diff MLP GFP+ MAC1+ % 0.1.
CCOc1cc(/C=C/C(=O)O)ccc1OCCOc1ccc(F)cc1 was read as T cell HTS inactive, West Nile virus CPE 0.6%, Lipid droplet 5, Myeloid diff MLP inactive, Lipid droplet cells 6.5 µM 815, T cell HTS vesicle-bound % 15 and Myeloid diff MLP GFP+ MAC1+ % 0.3.
COc1ccc2c(c1)CC/C(=C/c1cc(OC)c(OC)c(OC)c1)C2=O was read as b-catenin transl -0.3, Insulin prom up 2.1, Autophagy mod inactive, T cell HTS inactive, West Nile virus CPE -0.8%, WT yeast gro inh 2, Lipid droplet -4, Myeloid diff MLP inactive, MT stabilizer 4.1, WT yeast gro inh mutant strain 9, Insulin prom up cell count 1074, Lipid droplet cells 6.5 µM 758, b-catenin transl cell count 5 µM 1110, T cell HTS vesicle-bound % 48, MT stabilizer Hoechst-high % 3.8, MT stabilizer cytotoxicity % 3.8, Autophagy mod cell loss 18 h 6 and Myeloid diff MLP GFP+ MAC1+ % 0.2.
For COc1cccc(NC(=O)C23CCC(C)(C(=O)O2)C3(C)C)c1 (stereo unspecified) the results were b-catenin transl -0.1, Insulin prom up 1.8, Autophagy mod inactive, T cell HTS inactive, West Nile virus CPE 0.1%, WT yeast gro inh 6, Lipid droplet 6, Myeloid diff MLP inactive, MT stabilizer 0.9, WT yeast gro inh mutant strain 7, Insulin prom up cell count 841, Lipid droplet cells 6.5 µM 752, b-catenin transl cell count 5 µM 1021, T cell HTS vesicle-bound % 47, MT stabilizer Hoechst-high % 2.7, MT stabilizer cytotoxicity % 20, Autophagy mod cell loss 18 h 2 and Myeloid diff MLP GFP+ MAC1+ % 0.7.
Screening COC(=O)CCC(=O)N1CCc2cc(S(=O)(=O)N3CCc4ccccc43)ccc21 returned b-catenin transl -2.4, Insulin prom up -0.22, Autophagy mod inactive, T cell HTS inactive, West Nile virus CPE 0.3%, WT yeast gro inh 17, Myeloid diff MLP inactive, MT stabilizer 5.7, WT yeast gro inh mutant strain 3, Insulin prom up cell count 1419, b-catenin transl cell count 5 µM 973, T cell HTS vesicle-bound % 9, MT stabilizer Hoechst-high % 2.9, MT stabilizer cytotoxicity % 4.8, Autophagy mod cell loss 18 h 13 and Myeloid diff MLP GFP+ MAC1+ % 1.0.
